PrPC TRFRET: cell surface PrPC inhibition, primary TR-FRET screen; P04156; TR-FRET read-out; inhibition, % at 13.8 µM; 0.43% of 370,000 active; in the data active = inhibition above about 24%; also: 0% = median of the test wells and 100% = reference compound wells
CCHF vOTU inh: CCHFV vOTU protease inhibition; Pep-AMC fluorescence; inhibition, % at 11.5 µM; 0.55% of 370,000 active; in the data active = inhibition above about 30%; also: 0% = vehicle wells with enzyme and 100% = no enzyme wells
Rv3671c inh: Rv3671c (M. tuberculosis) protease inhibition; AID 2606; 0.048% of 320,000 active; P9WHR9; inhibition, % at 5.96 µM; in the data active = inhibition above about 38%;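 also: extracellular domain of Rv3671c used as enzyme; 0% = enzyme with DMSO and 100% = no enzyme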
SARS 3CLpro inh: SARS-CoV 3CLpro protease inhibition. P0C6X7. recombinant SARS-CoV 3CLpro, quenched FRET peptide cleavage. inhibition, % at 6 µM. 0.14% of 290,000 active; in the data active = inhibition above about 12%
VHR inh abs: DUSP3 (human) phosphatase inhibition; inhibition, % at 13.3 µM; AID 1654; P51452; recombinant VHR phosphatase, pNPP absorbance; 0.52% of 290,000 active; in the data active = inhibition above about 50%; also: some compounds called inactive have numbers as strong as hits
Target sequence (P51452 whole entry, looked up): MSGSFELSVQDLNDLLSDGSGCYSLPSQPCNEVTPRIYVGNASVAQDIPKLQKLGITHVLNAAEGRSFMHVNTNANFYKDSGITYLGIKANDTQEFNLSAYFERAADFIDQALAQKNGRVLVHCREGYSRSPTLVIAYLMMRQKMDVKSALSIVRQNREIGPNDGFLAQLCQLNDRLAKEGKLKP
MazEF act: activators of E. coli MazEF toxin-antitoxin RNase | AID 504720 | FAM/BHQ RNA-DNA oligo cleavage fluorescence, 5 h | 0.32% of 350,000 active | P0AE70 | activation, % at 20 µM; in the data active = activation above about 50%
BoNT-A LC inh2: BoNT A light chain protease inhibition; multiplex microsphere protease substrate cleavage, flow cytometry; inhibition, % at 10 µM; 0.17% of 360,000 active; AID 588499; also: plate controls were buffer without enzyme for full effect and enzyme alone for no effect
BoNT-F LC inh: inhibitors of Botulinum neurotoxin F light chain protease. 0.22% of 360,000 active. Multiplex microsphere protease cleavage assay, flow cytometry. inhibition, % at 10 µM; in the data active = inhibition above about 35%, passing the limit was not always enough; inconclusive = no clear call, values can overlap the other calls; also: plate controls were buffer without enzyme for full effect and enzyme alone for no effect
Anthrax LF prot: anthrax lethal factor protease inhibition. P15917. multiplex microsphere protease cleavage assay, LF. inhibition, % at 10 µM. 0.12% of 360,000 active; also: plate controls were buffer without enzyme for full effect and enzyme alone for no effect
Target sequence (P15917 whole entry, looked up): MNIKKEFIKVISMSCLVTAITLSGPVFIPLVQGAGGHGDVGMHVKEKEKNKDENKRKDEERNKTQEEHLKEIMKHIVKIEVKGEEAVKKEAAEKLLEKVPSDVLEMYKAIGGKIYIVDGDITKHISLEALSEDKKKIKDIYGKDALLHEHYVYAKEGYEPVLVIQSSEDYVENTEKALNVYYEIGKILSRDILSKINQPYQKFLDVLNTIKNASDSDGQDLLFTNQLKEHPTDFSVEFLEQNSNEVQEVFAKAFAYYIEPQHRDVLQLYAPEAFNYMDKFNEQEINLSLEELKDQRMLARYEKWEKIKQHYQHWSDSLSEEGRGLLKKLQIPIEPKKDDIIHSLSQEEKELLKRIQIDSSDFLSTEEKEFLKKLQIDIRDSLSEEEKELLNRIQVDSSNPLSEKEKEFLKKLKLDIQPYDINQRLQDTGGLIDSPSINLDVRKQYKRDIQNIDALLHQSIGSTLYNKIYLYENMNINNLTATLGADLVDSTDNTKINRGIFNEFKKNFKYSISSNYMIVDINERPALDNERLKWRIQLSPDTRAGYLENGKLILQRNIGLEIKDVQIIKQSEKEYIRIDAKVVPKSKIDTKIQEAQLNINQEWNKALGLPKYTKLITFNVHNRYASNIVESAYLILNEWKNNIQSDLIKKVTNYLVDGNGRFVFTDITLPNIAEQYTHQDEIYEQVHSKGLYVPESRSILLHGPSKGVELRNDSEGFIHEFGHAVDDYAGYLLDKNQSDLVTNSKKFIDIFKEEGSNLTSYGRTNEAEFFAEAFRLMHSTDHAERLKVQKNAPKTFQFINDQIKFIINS
PriA SSB inh: blocks PriA binding to SSB C-terminal tail; inhibition, % at 33 µM; 0.6% of 430,000 active; AlphaScreen SSBct-PriA binding, biotinylated peptide; AID 1272365; in the data active = inhibition mostly above about 37%, no sharp cut-off; inactive = mostly below about 20%;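 also: plate controls were negative control peptide for no effect and reference peptide for full effect; strong numbers were not always called active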
The depositor's hits bear a star; ? = inconclusive; . = no result given; & = joins results of further samples. Rule as the data show it, unless noted: active = inhibition above about 30%; inconclusive = no clear call, values can overlap the other calls; inactive = below that.

Results follow in this order: PrPC TRFRET, CCHF vOTU inh, Rv3671c inh, SARS 3CLpro inh, VHR inh abs, MazEF act, BoNT-A LC inh2, BoNT-F LC inh, Anthrax LF prot, PriA SSB inh
N#Cc1ccc(C(=O)NN2C(=O)NC3(CCCCC3)C2=O)cc1
 : 3.0, -1.1, ., ., ., 3.5, ?, ?, ?, -1.9
Cc1cc(C)cc(N(C(=O)Cn2nnc3ccccc32)C(C(=O)NCc2ccco2)c2ccncc2)c1 (centres undefined)
 : 2.9, 0.0, -1.3, 4.1, 17.5, 3.1, 0.2, 16.4, 0.8, -7.5
OC(COc1cc(Cl)c(Cl)cc1Cl)CN1CCN(c2ncccn2)CC1 (centres undefined)
 : 0.9, -4.3, 4.2, 1.6, 13.6, -2.6, -0.9, -9.7, -4.3, -1.4
COc1ccccc1C(=O)NCCc1nc2ccccc2n1C
 : -2.7, 3.4, -9.1, ., 10.5, 6.5, -0.6, 12.9, 2.4, -0.9
O=C(Nc1ccnn1C1CCN(C(=O)CCc2ccc(F)cc2)CC1)C1CCOC1 (centres undefined)
 : 3.2, -8.8, -7.2, 2.0, 10.5, 6.8, 0.6, 7.1, -0.3, 6.9
O=C(COc1ccccc1[N+](=O)[O-])N1CCCc2ccccc21
 : 5.4, -2.5, -3.6, 1.9, 1.6, -4.8, 3.3, -5.2, 3.7, 9.8
COc1cccc(NC2=NCCCS2)c1
 : 7.4, -12.4, -2.3, -1.0, 6.5, 2.9, 3.9, ?, 19.7, -12.4
CC1C(=O)N(Cc2cn(Cc3ccco3)nn2)CCS(=O)(=O)N1Cc1ccc(-c2ccccc2Cl)cc1 (centres undefined)
 : -4.4, 6.0, ., ., ., ., -0.9, 1.3, -9.0, .
O=C(CCC(=O)c1cccs1)NCc1ccc(F)cc1
 : 0.9, -6.9, 2.8, -2.7, 10.4, 1.2, 1.7, 1.4, -1.7, -5.7
CCc1ccc(NS(=O)(=O)c2cccc3nonc23)cc1
 : -11.6, 1.5, 6.4, 5.1, -3.1, 3.0, 0.6, -5.0, 5.0, 9.5
CC(C)OP(=O)(c1ccc(N(C)C)cc1)C(O)c1ccc(C(C)C)cc1 (centres undefined)
 : 7.5, 27.4, 6.8, 4.3, 28.0, 0.7, 2.4, 10.5, 1.1, 3.6
COc1cccc(C(=O)OCC(=O)NCCC2=CCCCC2)c1
 : -4.8, 10.7, 4.4, ., ., 7.6, -0.2, -3.5, -6.2, -7.4
O=C(NN1CCN(Cc2ccccc2Cl)CC1)c1ccc(Cl)cc1
 : -12.2, -8.6, 8.3, -1.6, 2.9, 4.7, -0.9, -4.3, -1.4, -13.9
CCCCC[C@@H](C)N1C[C@H](COCc2ccccc2)Oc2cc(N3CCC[C@@H]3COC)ccc2S1(=O)=O
 : 6.6, 8.9, ., ., ., ., 1.6, 1.3, -3.7, .
c1ccc(C2(NC3=NCCO3)CCCCC2)cc1
 : -3.3, -0.5, ., ., ., 9.4, 0.0, -10.5, -5.7, .
CN1C(=O)c2ccccc2OC1(C)Cc1ccccc1 (centres undefined)
 : -0.2, -9.5, -3.2, -0.6, 1.7, 0.8, -0.8, 1.5, -1.4, -5.1
CCCCOc1ccc(C(=O)NCC(=O)N2CC(C)OC(C)C2)cc1 (centres undefined)
 : -4.6, -8.7, ., ., ., 1.4, -6.0, -7.6, -0.7, -11.4
CCn1c(SCC(=O)NNC(=O)c2ccc(C)cc2)nnc1C(C)C
 : 10.5, -4.9, 5.4, -3.8, 3.0, 6.5, -0.2, 0.2, 2.1, -12.2
Cc1noc(C)c1S(=O)(=O)Nc1ccc(C#N)cc1
 : -1.5, -1.3, -3.5, -3.4, 5.0, -1.6, 0.7, 2.7, -2.9, -8.4
O=C(O)C1CCC(CNS(=O)(=O)c2ccc(Br)cc2)CC1 (centres undefined)
 : 3.9, 15.0, 1.6, 3.4, 13.3, 13.0, -1.5, ?, -5.3, -6.0
NC(=O)C1(Nc2ccc(-c3ccc(Cl)cc3)cc2)CCCC1
 : 13.2, 8.6, ., ., ., -9.5, -0.2, -9.4, -3.0, -5.9
Nc1ncnc2c1ncn2[C@@H]1O[C@H](CNC(=O)[C@H]2CCC(=O)N2)[C@@H](O)[C@H]1O
 : -3.1, 2.8, ., ., ., -1.1, -0.2, -3.2, -4.0, -5.0
CC1(C(=O)NC(=S)N(CCC#N)c2ccccc2)CC1(Cl)Cl (centres undefined)
 : -3.1, 1.7, -9.9, 3.7, -8.1, 8.2, 2.9, 4.1, -6.6, -5.2
CCN(CC(=O)NC(C)(C)C)C(=O)c1cccc(S(=O)(=O)N2CC3(C)CC2CC(C)(C)C3)c1 (centres undefined)
 : -1.3, 14.4, ., ., ., 8.7, 0.2, 9.2, 7.3, .
CN(C)c1ccc(N/C=C/C(=O)c2ccc(F)cc2)cc1
 : ., ., -72.4, 1.6, -5.0, 105.0*, ?, 6.7, -1.9, 17.4
CN(C)c1cccc(NC(=O)C2(C)CC2(Cl)Cl)c1 (centres undefined)
 : 6.5, 27.5, 5.5, -1.9, -5.3, 0.5, -0.1, -4.6, 0.8, -7.0
COC(=O)CSc1nc(C)cc(C)c1C#N
 : 5.7, -4.4, -2.7, -0.3, 6.5, 1.1, -0.2, -6.5, -7.7, -18.0&-11.4
Clc1c(-c2ccccc2)nnn1-c1ccccc1
 : -3.3, -10.1, 4.1, 3.6, -1.5, -0.1, 1.3, 3.1, 2.3, -20.4
Cc1c(C#N)c2ncnc(N)c2n1-c1ccccc1
 : -2.2, 6.5, -3.4, 1.4, 12.8, -1.1, -0.5, -18.6, 1.9, -8.5
O=C(/C=N/O)Nc1cccnc1
 : -0.9, 3.3, -2.6, 1.7, 8.8, 4.4, 0.1, -3.7, -1.6, .
O=C(CSc1nc(-c2ccccc2)cc(=O)[nH]1)Nc1ccc(Br)cc1
 : 1.6, -8.7, -7.7, -3.6, 20.1, 3.6, -7.5, -10.5, -21.2, 2.1
O=C(NN1C(=O)CSC1=S)c1cccnc1
 : 1.5, -10.2, -0.1, 0.7, 4.4, 7.6, 0.3, -5.6, 7.1, -5.9
COc1ccc(CC2C(=O)OC(C)(C)OC2=O)cc1
 : 0.3, 5.5, 0.4, -1.1, 32.3, 3.7, 0.9, 0.5, -4.3, -2.9
O=C(COc1ccc(/C=N/NC(=O)c2ccncc2)cc1)Nc1ccc([N+](=O)[O-])cc1
 : 6.7, 9.2, -7.7, -2.4, -15.9, -21.6, -0.5, -0.5, 9.2, .
CC(=O)Nc1ccc(NC(=O)/C=C/c2ccc(Cl)cc2)cc1
 : -5.0, -5.9, -17.1, 1.8, 16.1, 1.4, 0.6, -1.2, -1.0, -1.1
CC1(C)SCC(C(=O)O)NC1=O (centres undefined)
 : -6.7, 4.4, 3.9, -0.4, 5.8, 4.0, -0.2, -2.3, -8.5, 0.9
CC(C)NC(=O)Nc1cccc2c1O[C@H](CN(C)C(=O)Nc1ccccc1)[C@@H](C)CN([C@H](C)CO)C2=O
 : -5.0, 2.0, -2.1, ., ., -3.3, -0.1, -5.1, -3.8, 19.8
COc1ccccc1N1CCN(CC(=O)Nc2cc(F)ccc2C)CC1
 : 4.3, -0.5, 1.1, 3.8, 6.3, -3.3, -0.6, -2.6, 2.1, -23.4
CCc1ccc2c(c1)/C(=N/N(C)C(=S)NC)C(=O)N2
 : 7.1, 5.5, 3.2, 4.9, 23.7, -5.4, 0.4, -2.4, 0.7, .
Cc1ccc(C(=O)NNC(=O)c2cccnc2SCc2cccc([N+](=O)[O-])c2)cc1
 : -6.6, 13.3, -7.2, 3.1, 17.0, 8.5, 0.3, -5.1, 0.2, -3.8
C/C(=N\NC(=O)c1[nH]c2c([N+](=O)[O-])cc(C)cc2c1-c1ccccc1)c1cccnc1
 : -3.0, -5.1, -0.1, -4.9, 6.0, 8.6, 0.0, 6.0, 1.5, .
Cc1ccc(NC(=O)CSCC(=O)Nc2ccccc2N2CCCC2)cc1
 : -0.2, -1.6, 11.2, ., ., -2.2, 2.5, -2.8, -4.7, -3.9
CCOC(=O)c1c(C)nc2c(c1-c1cc(OC)ccc1OC)C(=O)CC(C)(C)C2
 : 5.5, 11.7, 1.6, 0.7, 17.2, -2.4, -1.8, ?, 11.7, 1.2
Cc1ccccc1-n1c(-c2ccc(Br)o2)n[nH]c1=S
 : 0.4, -3.4, 4.2, ., ., -1.6, 0.8, -2.5, 4.8, -14.0
Cc1c2cnn(CC(=O)Nc3cccc(C(F)(F)F)c3)c(=O)c2c(C)n1Cc1ccccc1F
 : 5.7, 6.0, 1.5, -4.1, 7.4, -0.7, -0.6, -12.4, -2.2, -0.6
O=C(CCn1c(=O)oc2ccccc21)NCc1ccc2c(c1)OCO2
 : -1.0, 2.2, 2.7, -1.1, -9.6, -10.4, -0.1, -5.7, -3.1, 2.0&-7.2
COc1cc(C(=O)N[C@H](C(=O)NC2CCCCCC2)C(C)C)cc(OC)c1OC
 : -7.5, 6.5, -0.1, -2.6, 16.1, -3.8, -0.2, -15.2, 0.5, -7.7
CCN(CC)S(=O)(=O)c1ccc(N2CCOCC2)c(NS(=O)(=O)c2ccc(C)cc2)c1
 : 4.1, 3.3, 0.9, 2.1, 1.5, 1.2, 0.2, -4.1, 1.2, -16.4
Cn1c(=O)n(C)c2cc([N+](=O)[O-])c(N3CCN(S(=O)(=O)c4ccccc4)CC3)cc21
 : -15.5, -2.9, -9.2, -5.3, -8.8, 10.2, 0.3, -3.0, 1.3, -1.5
O=C(CN1CCOc2ccccc21)NCc1cccs1
 : -4.7, -1.2, -3.6, -1.4, 14.0, -4.9, -3.0, -25.6, -3.7, -2.5
COc1ccc(-c2cc(C(=O)NNC3=NCCC3)c3c(C)nn(-c4ccccc4)c3n2)cc1
 : -6.9, -4.6, 6.0, 4.6, 26.2, -4.3, -0.7, -4.4, -3.4, 3.7
Cc1cccc(N=Cc2[nH]c3ccc(Br)c(Cl)c3c2O)c1
 : -20.0, -4.1, -10.6, -3.1, -4.5, -15.8, 1.6, 17.7, 4.3, -15.9
O=C(O)/C=C\C(=O)NCc1cccnc1
 : -5.1, -4.6, -3.9, 5.7, -0.6, -1.2, -0.5, -5.7, 2.6, 7.0&-7.3
CC(NS(=O)(=O)c1ccc(OCC(=O)NCc2ccncc2)cc1)c1ccccc1 (centres undefined)
 : 4.3, 9.1, 2.1, 2.7, 25.5, -3.4, -1.0, 6.0, 0.5, -15.7
Cc1c(C(=O)N2CCN(Cc3ccccc3)CC2)sc2ncnc(N3CCOCC3)c12
 : 2.7, 1.8, 0.6, -4.0, 20.3, 4.5, 1.9, -0.6, -1.5, -8.0
COC(=O)c1cccc(C(=O)N2CCCC(C(=O)c3cccc(OC(C)C)c3)C2)c1 (centres undefined)
 : 7.5, -8.8, 6.2, 10.1, -42.1, 3.0, -1.2, -7.9, -0.8, -7.8
Cc1csc(NC(=O)C2=COCCO2)n1
 : -3.2, 1.3, 4.7, ., ., 2.6, 1.5, 0.6, 0.0, -12.6
O=C1NC[C@H](Cc2ccccc2)N(C[C@H]2CCCN2C[C@H](Cc2ccccc2)N2C[C@H](Cc3ccc(O)cc3)N(CC3CCCCCC3)C(=O)C2=O)C1=O
 : 9.3, 8.3, ., ., ., -0.8, -0.2, 1.8, 0.2, 0.4
CC(NC(=O)CN1CCN(Cc2ccc(Cl)cc2)C1=O)c1ccc2c(c1)OCCO2 (centres undefined)
 : 0.9, 11.5, 3.4, -5.6, 18.8, -8.3, -1.3, -9.3, -6.0, -5.1

Exported comma-delimited: entries from further up.
Molecule,PrPC TRFRET,CCHF vOTU inh,Rv3671c inh,SARS 3CLpro inh,VHR inh abs,MazEF act,BoNT-A LC inh2,BoNT-F LC inh,Anthrax LF prot,PriA SSB inh
COC(=O)c1cccc(C(=O)N2CCCC(C(=O)c3cccc(OC(C)C)c3)C2)c1 (centres undefined),7.5,-8.8,6.2,10.1,-42.1,3.0,-1.2,-7.9,-0.8,-7.8
O=C(CCn1c(=O)oc2ccccc21)NCc1ccc2c(c1)OCO2,-1.0,2.2,2.7,-1.1,-9.6,-10.4,-0.1,-5.7,-3.1,2.0&-7.2

Source: PubChem BioAssay

The list is partial; the hit share may differ from the screen's.
